TEAD-YAP inh: TEAD-YAP interaction inhibition, primary screen, TEAD-YAP interaction inhibitor project, luminescence, HEK-TIYL cells; inhibition, % at 9.12 µM; 640,000 compounds, 1.4% hits; TEAD-Gal4/YAP UAS-luciferase luminescence; in the data active = inhibition above about 32%;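 also: 0% = median of test compound wells and 100% = reference inhibitor wells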
FBW7 act: FBW7 E3 ligase activators, primary screen, biochemical, AlphaScreen, human; F-box/WD repeat-containing protein 7 (Homo sapiens), Q969H0; AlphaScreen FBW7–phospho-cyclin E peptide binding, activator screen; normalized activity (activation), % at 26.1 µM; 650,000 compounds, 0.13% hits; AID 1259310, 2017; in the data active = normalized activity above about 1.9%;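 also: purified mutant Fbw7 with reduced substrate affinity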
MITF inh: MITF inhibitors, primary screen, biochemical, AlphaScreen, human; inhibition, % at 2.6 µM; 650,000 compounds, 0.91% hits; AlphaScreen MITF homodimerization, bead proximity signal; Microphthalmia-associated transcription factor (Homo sapiens), O75030; AID 1259374, 2018; in the data active = inhibition above about 50%;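 also: 0% = vehicle wells with protein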
Target sequence (O75030 whole entry, looked up): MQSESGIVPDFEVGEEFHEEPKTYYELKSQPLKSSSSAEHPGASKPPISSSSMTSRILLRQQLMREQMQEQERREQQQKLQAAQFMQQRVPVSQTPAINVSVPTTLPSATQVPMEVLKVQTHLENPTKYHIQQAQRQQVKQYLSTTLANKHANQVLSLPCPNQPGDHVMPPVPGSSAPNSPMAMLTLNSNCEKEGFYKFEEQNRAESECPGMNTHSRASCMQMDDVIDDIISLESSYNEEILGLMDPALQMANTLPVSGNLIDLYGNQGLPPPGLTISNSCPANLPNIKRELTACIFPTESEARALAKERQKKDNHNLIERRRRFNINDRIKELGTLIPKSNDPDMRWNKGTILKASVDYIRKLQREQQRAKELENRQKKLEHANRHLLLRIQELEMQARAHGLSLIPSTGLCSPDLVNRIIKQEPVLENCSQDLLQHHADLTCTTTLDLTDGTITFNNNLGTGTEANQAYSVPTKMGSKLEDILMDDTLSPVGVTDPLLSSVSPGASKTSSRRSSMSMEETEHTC
GPR151 activ: activators of human GPR151, primary screen, cell-based, PathHunter beta-arrestin, luminescence | activation, % at 11.2 µM | 650,000 compounds, 1% hits | PathHunter beta-arrestin GPR151 cells; in the data active = activation above about 4.9%;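 also: 0% = median of compound wells and 100% = cells with positive control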
Target sequence (Q8TDV0 whole entry, looked up): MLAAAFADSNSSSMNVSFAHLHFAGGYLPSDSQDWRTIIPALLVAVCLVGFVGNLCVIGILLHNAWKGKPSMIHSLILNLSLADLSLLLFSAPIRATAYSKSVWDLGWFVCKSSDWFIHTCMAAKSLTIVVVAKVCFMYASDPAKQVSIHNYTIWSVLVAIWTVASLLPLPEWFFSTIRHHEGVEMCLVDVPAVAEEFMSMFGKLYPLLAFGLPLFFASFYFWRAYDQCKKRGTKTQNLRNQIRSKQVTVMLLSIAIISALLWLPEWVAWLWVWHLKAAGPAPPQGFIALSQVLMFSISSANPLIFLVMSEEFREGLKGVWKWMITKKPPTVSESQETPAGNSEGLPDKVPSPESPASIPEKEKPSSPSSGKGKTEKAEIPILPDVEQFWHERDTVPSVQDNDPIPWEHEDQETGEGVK
* marks the source's active call; other numbers are inactive results.

Under each structure – GPR151 activ | FBW7 act | TEAD-YAP inh | MITF inh
- CN(C)CC(C)(C)C1OCC2(CO1)COC(C(C)(C)CN(C)C)OC2 (stereo not given)
→ 6.9* | -0.1 | 13 | 13
- CC12CCC(C(=O)N3CCc4ccccc4C3)(OC1=O)C2(C)C (stereo not given)
→ -1.3 | 1.8 | 10 | 15
- Clc1nc(NCCN2CCOCC2)c2ncn(C3CCCCC3)c2n1
→ -0.9 | 0.0 | 5 | 19
- CCOc1ccc(C(C)=O)cc1N1C(=O)C=CC1=O
→ -0.4 | -0.1 | 7 | 1
- CC1CCN(C(=O)c2c(NC(=O)c3cccs3)sc3c2CCC(C(C)(C)C)C3)CC1 (stereo not given)
→ -1.2 | 0.2 | 1 | 5
- CCOCCCNC(=O)Cn1cc2c(n1)-c1c(oc(C(=O)N3CCCC3)c1C)CC2
→ 0.6 | 0.1 | 6 | 6
- Cc1nc(SCC(=O)NC(=O)NC(C)C)nc(C)c1C
→ -0.7 | 0.0 | 4 | 8
- COc1ccc(N2CCN(C(=O)c3ccc(NCCc4ccc(OC)c(OC)c4)c(S(=O)(=O)Nc4cccc(OC)c4)c3)CC2)cc1
→ 0.2 | 0.0 | 2 | 19
- C=CCN(c1ccc(C(=O)Nc2ccc(Cl)cc2)cc1)S(C)(=O)=O
→ 9.2* | 0.2 | 11 | 10
- CCOC(=O)c1ccc(NC(=O)CSc2c(C)[nH]c3ccccc23)cc1
→ 1.1 | 0.0 | 7 | -2
- CCN(CC)C(=O)Cn1cnc2sc(C(=O)Nc3ccc(C(F)(F)F)cc3)c(C)c2c1=O
→ 2.1 | 0.0 | 1 | 4
- O=C(CSc1nnnn1-c1ccccc1)NC1CCCC1
→ -0.4 | -0.2 | -10 | 9
- CC1=NN(c2ccc(F)cc2)C(=O)/C1=C\c1ccc(N(C)C)cc1
→ 0.5 | 0.0 | 8 | 7
- COc1ccc(C(=O)N2CCN(CCNC(=O)C(=O)Nc3ccc(Cl)cc3)CC2)cc1
→ 2.0 | 0.1 | -6 | -1
- CCCCOC(=O)C1=C(C)NC2=C(C(=O)CC(C)(C)C2)C1c1ccc(OCc2ccccc2)c(OC)c1 (stereo not given)
→ 0.3 | -0.1 | -3 | -3
- C=CCOC(=O)C1=C(C)NC(SCC(=O)Nc2cccc(Cl)c2)=C(C#N)C1c1ccc(O)c(OC)c1 (stereo not given)
→ 0.4 | 0.3 | 3 | -1
- CCOC(=O)c1c(NC(=O)CN2C(=O)c3ccccc3C2=O)sc2c1CCCCC2
→ -0.9 | 0.1 | 5 | 4
- Cc1ncc2c(c1CNC(=O)c1ccc3nc[nH]c3c1)CCN(C(=O)CC1=CCCCC1)C2
→ -0.4 | -0.2 | -9 | 9
- COC(=O)C(NC(=O)c1ccccc1)=C(C)C
→ 0.7 | 0.0 | 6 | 9
- Cc1cccc(OCC(=O)Nc2ccc(S(=O)(=O)N(C)Cc3ccccc3)cc2)c1
→ 5.6* | 0.2 | -9 | -7
- Cc1nc2c(C(=O)NC3CCC(C)CC3)c[nH]n2c(=O)c1Cl (stereo not given)
→ -0.6 | 0.7 | 3 | 2
- COc1ccc(-c2cc(C(F)(F)F)c3nc(OC(C)C(C)=O)oc3n2)cc1OC (stereo not given)
→ 1.5 | 0.0 | 81* | -1
- c1ccc(CCn2c3ccccc3c3nnc(SCCN4CCOCC4)nc32)cc1
→ -0.9 | -0.3 | 3 | -5
- CCCCN(CC)S(=O)(=O)c1ccc(C(=O)Nc2sc3c(c2C(=O)OCC)CCN(C(C)C)C3)cc1
→ 5.6* | 0.0 | -4 | -1
- COc1ccc(C(=O)Nc2ccc3c(c2)C(=O)N(C2CCCCC2)C3=O)cc1
→ 5.5* | -0.1 | -1 | 0
- COc1cc(CNCCO)cc(Cl)c1OCc1ccccc1Cl
→ 0.1 | 0.9 | 0 | 10
- Cc1cnc(NC2CCC(O)CC2)nc1Nc1ccc2c(c1)OCO2 (stereo not given)
→ -1.6 | -0.1 | -8 | 6
- CC1CN(C)/C(=N/C(=S)Nc2ccccc2)S1 (stereo not given)
→ -1.3 | -0.1 | 28 | -1
- N#CC1=C(N)Oc2n[nH]c(-c3ccc(Cl)cc3Cl)c2C1c1cc2c(cc1Br)OCO2 (stereo not given)
→ 0.2 | 0.8 | -4 | -15
- N#Cc1cc2c([nH]c1=S)CCCCCC2
→ -0.3 | 0.0 | 1 | 0
- CCOC(=O)c1c(NC(=O)COc2ccc([N+](=O)[O-])cc2)sc(C)c1C
→ -1.8 | 0.7 | -5 | 7
- CCn1c(=NC(=O)c2ccc(S(=O)(=O)N3CCOCC3)cc2)sc2cc(F)ccc21
→ -0.3 | -0.1 | 2 | -1
- CCOC(=O)N1CCN(CC(O)COc2ccc(C(C)C)cc2)CC1 (stereo not given)
→ -1.5 | 0.1 | -6 | 17
- COCCCNC(=O)c1ccc(N(C)S(C)(=O)=O)cc1
→ 3.3 | -0.1 | 6 | 1
- COC(=O)c1cc(C(=O)N2CCCC(C)C2)cc([N+](=O)[O-])c1 (stereo not given)
→ -0.3 | 0.1 | 17 | 4
- COc1ccc(N2C(=O)NC3CC2(C)Oc2ccc(Cl)cc23)c(OC)c1 (stereo not given)
→ -0.9 | 0.1 | 0 | 14
- Cc1ccc2c(c1)c(=O)c1ccccc1n2CC(=O)N1CCN(c2ccccc2F)CC1
→ 0.2 | 0.2 | 3 | -7
- COC(=O)c1cc(-c2ccc(OC)c(OC)c2)n[nH]1
→ -1.2 | 0.1 | -8 | 17
- CC1CN(c2nc3c(c(=O)[nH]2)CCN(C(=O)C2CCCCC2)C3)CC(C)O1 (stereo not given)
→ -1.5 | -0.2 | 0 | 1
- CCCCN(C)CCNC(=O)c1ccc2c(=O)n(Cc3ccc(Cl)cc3)c(=S)[nH]c2c1
→ -0.1 | -0.1 | -10 | 6
- COc1cc(-c2cc(=O)c3cc(O)ccc3o2)cc(OC)c1OC
→ -1.1 | -0.1 | -4 | 0
- COc1ccccc1C(=O)NCC(c1ccc2c(c1)CCCN2C)N1CCOCC1 (stereo not given)
→ 0.5 | 0.1 | 1 | -2
- CC1(c2ccccc2)CC(C)(C)N(C(=O)CN2C(=O)C3CCCCC3C2=O)c2ccccc21 (stereo not given)
→ -1.9 | -0.3 | -7 | -3
- COc1cc(/C=C2/SC(=Nc3ccccc3Cl)NC2=O)ccc1OCC(=O)O
→ 0.3 | -0.1 | 0 | 12
- CCOC(=O)c1sc(NC(=O)c2c(-c3ccccc3)noc2C)c(C(=O)OCC)c1C
→ -0.5 | -0.1 | -7 | -2
- CCOC(=O)C1CCN(S(=O)(=O)Cc2ccccc2)C1=O (stereo not given)
→ 0.4 | 0.0 | 1 | 7
- COc1cccc(NC(=O)Cn2cc(OC)c(=O)cc2CSc2ccc(F)cc2)c1
→ -1.8 | 0.0 | -2 | -10
- O=C(/C=C/Nc1ccc(Cl)c([N+](=O)[O-])c1)c1ccccc1
→ 1.4 | -0.1 | -28 | 15
- CN(C)S(=O)(=O)CCCOc1ccc(F)cc1
→ 3.4 | -1.4 | -6 | -9
- Cc1nc(NCc2ccccn2)c2c3c(sc2n1)CCCC3
→ -0.7 | -0.2 | -1 | 2

New compounds follow:
Under each structure – GPR151 activ | FBW7 act | TEAD-YAP inh | MITF inh
- O=C(/C=C/c1ccccc1F)c1cc([N+](=O)[O-])ccc1O
→ -0.3 | -0.1 | -21 | -8
- COc1ccc2[nH]c(C)c(C(=O)O)c2c1
→ 2.1 | 0.9 | 0 | 16
- Cc1cc(C=O)c(C)n1-c1ccc(Br)cc1F
→ -0.8 | -0.1 | 2 | 2
- CC(C)(C)C(=O)CN1C(=O)C2(OCCO2)c2cc([N+](=O)[O-])ccc21
→ -0.9 | 0.0 | -2 | -2
- Cc1cc(C)nc(SCc2cc(=O)c(OC(=O)c3ccc4c(c3)OCO4)co2)n1
→ -1.3 | 0.0 | -8 | 8
- CC(=O)Nc1ccc(NC(=O)Cn2cnc3c(cnn3-c3ccccc3Cl)c2=O)cc1
→ -0.1 | 0.5 | 9 | 0
- O=C1C=C(c2ccc(Cl)cc2)C(=O)N1C1CCCCC1
→ 1.3 | 0.0 | 4 | 1
- CCN(CC(=O)Nc1ccc(OC)cc1)CC(=O)Nc1ccc2c(c1)OCO2
→ -0.5 | -0.1 | -4 | -2
- CCCc1nnc(SCC(=O)NCc2ccco2)n1C
→ -0.7 | 0.0 | 2 | 4
- CCOC(=O)CC(=O)CSc1nc(C)c(C(C)=O)cc1C#N
→ -0.6 | -0.1 | 4 | 1
- CN1C(=O)/C(=C/c2cn(CC(=O)N3CCCCCC3)c3ccccc23)C(=O)NC1=S
→ 2.7 | 0.1 | 0 | 14
- Cc1ccc2nc(-c3ccc(NC(=O)CC(C)C)cc3)sc2c1
→ 0.2 | -0.1 | -45 | 2
- CC12OC(=N)C(C#N)(C1c1ccccc1)C(C#N)(C#N)C(c1cccnc1)O2 (stereo not given)
→ -1.4 | -0.2 | -2 | -3
- COc1ccc2oc(=O)c(C(=O)Nc3ccccc3Oc3ccccc3)cc2c1
→ 0.6 | -0.1 | -9 | -5
- CSc1ccccc1C(=O)NCC1(c2ccccc2)CCOCC1
→ -1.5 | 0.3 | -9 | 8
- O=C(Nc1cccc(Cl)c1Cl)c1cc2nc(-c3cccs3)cc(C(F)(F)F)n2n1
→ 0.2 | 0.2 | -4 | -6
- NCCCC[C@@H]1NC(=O)[C@@H]2C[C@H](NC(=O)Oc3ccc(F)cc3)CN2C1=O
→ -0.6 | -0.1 | 5 | 6
- NC(=O)CSc1nnc(SCC(N)=O)s1
→ -0.6 | 0.1 | 0 | 3
- CC(NC(=O)/C=C/c1cccs1)c1ccccc1 (stereo not given)
→ 1.9 | 0.0 | 8 | -4
- CCCC1C2CC(C)CC=C2C(C#N)=C(N)C1(C#N)C#N (stereo not given)
→ -0.2 | 0.5 | 4 | 21

Profiles, quoted from the list. Screens in order: GPR151 activ | FBW7 act | TEAD-YAP inh | MITF inh
`CC(NC(=O)/C=C/c1cccs1)c1ccccc1` (stereo not given) is listed with 1.9 | 0.0 | 8 | -4
`COc1ccc2oc(=O)c(C(=O)Nc3ccccc3Oc3ccccc3)cc2c1` is listed with 0.6 | -0.1 | -9 | -5
`NC(=O)CSc1nnc(SCC(N)=O)s1` is listed with -0.6 | 0.1 | 0 | 3
`CSc1ccccc1C(=O)NCC1(c2ccccc2)CCOCC1` is listed with -1.5 | 0.3 | -9 | 8
`CCCC1C2CC(C)CC=C2C(C#N)=C(N)C1(C#N)C#N` (stereo not given) is listed with -0.2 | 0.5 | 4 | 21

Gathered by group: the compounds so far containing a furan ring, fused or not.
Under each structure – GPR151 activ | FBW7 act | TEAD-YAP inh | MITF inh
- CCOCCCNC(=O)Cn1cc2c(n1)-c1c(oc(C(=O)N3CCCC3)c1C)CC2
→ 0.6 | 0.1 | 6 | 6
- CCCc1nnc(SCC(=O)NCc2ccco2)n1C
→ -0.7 | 0.0 | 2 | 4

Next section.
Under each structure – GPR151 activ | FBW7 act | TEAD-YAP inh | MITF inh
- CC(=O)c1cccc(-c2nc(C(N)=O)cs2)c1
→ 0.7 | -0.1 | -5 | -12
- CC(C)N(CCNC(=O)c1cncc(-c2ccc(C(=O)N3CCN(C)CC3)cc2)c1)C(C)C
→ -2.6 | 0.1 | -12 | -5
- Cn1c(=O)cc(OCC(=O)N2CCOCC2)c2ccccc21
→ 0.1 | -0.2 | 1 | -8
- COC(=O)C1=C(C)NC(C)=C(C(=O)OC(C)(C)CN(C)CCC(c2ccccc2)c2ccccc2)C1c1cccc([N+](=O)[O-])c1 (stereo not given)
→ -0.5 | 0.0 | 0 | 11
- Cc1ccc(-c2nc(CCNC(=O)C(=O)Nc3ccccc3C#N)cs2)cc1
→ 1.4 | 0.4 | 12 | 7
- CC(=O)Oc1ccc2c(=O)c(Oc3ccccc3)c(C(F)(F)F)oc2c1
→ 0.2 | 0.6 | -10 | -1
- CCOC(=O)c1c(NC(=O)CSc2ccccc2)sc2c1CCC2
→ -0.6 | -0.1 | -2 | -14
- COc1ccc(-n2nc3ccc(NC(=O)Cn4nnc(-c5ccc(C)o5)n4)cc3n2)cc1
→ 0.1 | -0.1 | -7 | 3
- Cc1cccnc1NC(=O)C1CCC(CNc2c(N3CCC(C)CC3)c(=O)c2=O)CC1 (stereo not given)
→ -0.2 | 0.0 | 2 | -4
- O=[N+]([O-])c1cccc(Cn2c(NCCO)nc3ccccc32)c1
→ 0.5 | -0.1 | -7 | 0
- C=CCN1C(=O)/C(=C\c2ccccc2I)C(=O)NC1=S
→ 0.3 | 1.2 | 2 | 16
- CC(C)N(CCNc1nc(Nc2ccc3ncccc3c2)nc2c1ncn2-c1ccccc1)C(C)C
→ -0.5 | -0.1 | 18 | 7
- O=C(CN1C(=O)/C(=C\c2cccs2)SC1=S)Nc1cccnc1
→ -1.2 | 0.2 | 9 | 9
- NC(=O)C1C(c2ccccc2)=C1c1ccccc1
→ 0.1 | 0.0 | 7 | 3
- Cc1ccn2c(CNCC3OCCc4ccccc43)c(C(=O)N3CCCCCC3)nc2c1 (stereo not given)
→ 1.0 | -0.1 | 3 | 4
- COc1ccc(N(C(=O)COc2ccccc2C)S(=O)(=O)c2ccc(Cl)cc2)cc1
→ 0.7 | 0.0 | 6 | 10
- COc1ccc(/C(C)=N/N)cc1CN1CCCCC1
→ 0.8 | 0.2 | -4 | 0
- CCNC(=O)c1c(NC(=O)COc2ccc(OC)cc2)sc2c1CCCC2
→ -1.4 | 0.9 | 1 | 12

Compounds were not picked by outcome, and some 3.5% of all compounds hit somewhere here.
